# LMNA splice mod: modulators of lamin A splicing | HeLa LMNA splicing GFP/RFP minigene ratio, 48 h | Potency, µM (doses to about 46.1 µM), for the others: at the top dose ratio change, negative = inhibition, actives largely listed as inhibitors | 0.01% of 200,000 active; active = well fitted inhibition curve with a large enough effect in the signal ratio, with a control signal flat, not every such curve was filed as active; inconclusive = small, poorly fitted or top-dose-only effect, or effect the other way, or a change in a side signal; the % refers to the signal ratio; also: % is scaled to controls: 0 for no effect and ±100 for the full control effect
#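 S3 HeLa cells stably expressing lamin A-EGFP splicing minigene plus DsRed2, 600 cells/well, 48 h compound exposure at 37C. Laser-scanning cytometry; analysed as GFP (500-530 nm)/RFP (575-640 nm) total intensity ratio; 0.5% DMSO vehicle.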
# RECQ1 inh: blocks DNA unwinding by human RECQ1; P46063; RECQ1 DNA unwinding, red fluorescence kinetic read; Potency, µM (titrated, usually from 57.3 µM), inactives show top-dose activity, negative = inhibition, hits mostly inhibitors; 0.54% of 240,000 active; AID 2549;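 also: plate controls were vehicle for no effect and no enzyme for full effect; nearly all actives have a fitted effect of over 30% in size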
#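 50 nM RECQ1T1 preincubated 15 min with compound in Tris pH 8.0 buffer with MgCl2, DTT, Tween-20 and 2.5 ug/ml poly(dI-dC); started with 200 nM TAMRA/BHQ-2 forked duplex and 2 mM ATP. Unwinding read as fluorescence (525/598 nm), two reads 2 h apart.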
# GoLoco inh red: inhibitors of human Gai1-RGS12 GoLoco interaction (red fluorophore); P63096; Gai1:RGS12 GoLoco peptide FP, rhodamine, 10 min; Potency, µM (titrated, usually from 61.6 µM), for the others: top-dose activity, negative = inhibition, hits mostly inhibitors; 0.44% of 230,000 active; AID 880; active = well fitted inhibition curve with a large enough effect, not every such curve was filed as active; inactive = no such curve, though single readings can be large or run the other way; also: % is scaled to controls: 0 for no effect and ±100 for the full control effect; nearly all actives have a fitted effect of over 30% in size; many of its hits are not listed in these tables
# TRb SRC2 PPI: inhibitors of human thyroid hormone receptor beta-SRC2 interaction | TRbeta-SRC2 peptide binding, fluorescence polarization; receptor liganded with 1 µM T3 | 0.065% of 280,000 active | P10828 | Potency, µM (series often up to 106 µM), inactives show at the top dose activity change, negative = inhibition, most hits filed as inhibitors;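 also: plate controls were bound peptide for no effect and peptide without receptor for full effect; nearly all actives have a fitted effect of over 50% in size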
# Target sequence (P10828 whole entry, looked up): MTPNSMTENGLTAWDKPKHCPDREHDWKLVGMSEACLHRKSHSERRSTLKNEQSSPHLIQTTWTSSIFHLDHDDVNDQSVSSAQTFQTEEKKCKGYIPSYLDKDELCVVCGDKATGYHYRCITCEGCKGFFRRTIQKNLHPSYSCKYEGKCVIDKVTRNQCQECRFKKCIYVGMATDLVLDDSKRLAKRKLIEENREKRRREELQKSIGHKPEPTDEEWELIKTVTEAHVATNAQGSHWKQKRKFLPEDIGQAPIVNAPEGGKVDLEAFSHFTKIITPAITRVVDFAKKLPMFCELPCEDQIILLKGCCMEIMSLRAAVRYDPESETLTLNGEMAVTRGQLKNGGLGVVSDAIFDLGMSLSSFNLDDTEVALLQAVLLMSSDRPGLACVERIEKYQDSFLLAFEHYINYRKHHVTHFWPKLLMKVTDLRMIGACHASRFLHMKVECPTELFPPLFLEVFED
#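 Human TRb ligand-binding domain (0.6 uM) is mixed with 20 nM Texas Red SRC2 peptide and 1 uM T3; after compound addition and 5 hr at ambient temperature, polarization is measured and normalized to unbound and bound controls.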
# SMN2 splice enh: increases expression of the SMN2 splice variant; 2.8% of 210,000 active; HEK293 SMN2-luciferase splicing reporter, luminescence, 30-36 h; Potency, µM (titrated, usually from 46.1 µM), for the others: top-dose activity change, positive = activation, hits mostly activators; also: % of control where 0% means no effect; nearly all actives have a fitted effect of over 55% in size
#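 HEK293 cells carry an SMN2 […]–luciferase reporter in which exon 7 inclusion puts luciferase in frame. Cells were plated 10-12 h before compound addition, then incubated 30-36 h at 37C. ONE-Glo luminescence was read; sodium butyrate at 4.5 mM final served as control.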
# TexasRed fluor: alters Texas Red total fluorescence, flagging assay interference; TRb/SRC2 Texas Red total fluorescence interference; Potency, µM (top dose mostly 106 µM), for the others: top-dose fluorescence change, negative = quenching; 0.29% of 280,000 active; AID 1479; active = well fitted curve in either direction with a large enough effect; inconclusive = small, poorly fitted or top-dose-only effect; also: % is scaled to controls: 0 for no effect and ±100 for the full control effect
#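 Human TRb ligand-binding domain at 0.6 uM with 20 nM Texas Red SRC2 peptide in Tris buffer containing 1 uM T3 and 5% DMSO, incubated with compound 5 h at ambient temperature. Total fluorescence (555/632 nm) calculated as parallel + 2 × perpendicular.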
# ALDH1A1 inh: ALDH1A1 (human) enzyme inhibition | P00352 | Purified ALDH1A1, NADH fluorescence, propionaldehyde substrate | Potency, µM (titrated, usually from 75.3 µM), for the others: at the highest dose activity, negative = inhibition, most hits filed as inhibitors | 7.3% of 220,000 active | AID 1030; active = well fitted inhibition curve with a large enough effect, not every such curve was filed as active; inconclusive = small, poorly fitted or top-dose-only effect, or another doubt; inactive = no such curve, though single readings can be large or run the other way;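 also: plate controls were no enzyme wells and a reference inhibitor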
# JMJD2E inh: inhibitors of human JMJD2E histone demethylase; JMJD2E catalytic domain, FDH-coupled NADH fluorescence (FDH is formaldehyde dehydrogenase); 1.6% of 230,000 active; B2RXH2; Potency, µM (doses to about 57.1 µM), without a hit: at the top dose activity change, negative = inhibition, actives largely listed as inhibitors; active = well fitted inhibition curve with a large enough effect, not every such curve was filed as active; inconclusive = small, poorly fitted or top-dose-only effect, or another doubt; inactive = no such curve, though single readings can be large or run the other way;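 also: 0% = wells with enzyme and -100% = buffer wells without enzyme; nearly all actives have a fitted effect of over 50% in size; many of its hits are not listed in these tables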
# Target sequence (B2RXH2 1-337 limits assumed): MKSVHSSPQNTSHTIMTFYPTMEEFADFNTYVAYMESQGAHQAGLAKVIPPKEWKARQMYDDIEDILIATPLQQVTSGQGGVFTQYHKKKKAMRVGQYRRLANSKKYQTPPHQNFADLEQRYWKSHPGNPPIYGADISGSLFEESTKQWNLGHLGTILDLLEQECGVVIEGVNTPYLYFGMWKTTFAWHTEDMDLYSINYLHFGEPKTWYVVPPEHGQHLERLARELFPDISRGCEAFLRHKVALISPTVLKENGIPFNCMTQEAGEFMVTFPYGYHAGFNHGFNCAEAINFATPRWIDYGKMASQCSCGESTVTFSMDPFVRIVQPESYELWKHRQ
# Active calls of the source: *; i = inactive; u = inconclusive; x = no result given; [ ] = dose if it differs, or a comment. Unless noted, calls follow the shape of the dose curve; as a rule, active = well fitted curve in the direction sought with a large enough effect; inconclusive = small, poorly fitted or top-dose-only effect, or another doubt; inactive = no such curve, though single readings can be large; an effect the other way counts as inactive or inconclusive. Potency is read from the fitted curve at half-maximal effect. This is a subset; count on the stated rates, not on these rows.
SMILES,LMNA splice mod,RECQ1 inh,GoLoco inh red,TRb SRC2 PPI,SMN2 splice enh,TexasRed fluor,ALDH1A1 inh,JMJD2E inh
CC/C(=N/Nc1ccccc1)c1cnnc(SC)n1,2%,-1%,-15%,4%,-4%,1%,u,-10%
CCOC(=O)Cc1csc(NC(=O)CSc2nc(N)c3c(C)c(C)sc3n2)n1,5%,i,0%,-3%,-15%,-1%,-10%,-2%
COc1cc(OC)c(OC)cc1/C=C/C(=O)c1ccc(NS(=O)(=O)c2ccc(C)cc2)cc1,u,-14%,19%,8%,-71%[inhibitor],-6%,-13%,-27%
CC(C)(C)OC(=O)N1CCCN(C(=O)Nc2ccc(C(F)(F)F)cc2)CC1,x,-1%,8%,-3%,x,-7%,x,0%
CCOC(=O)c1c(CN2CCOCC2)n(-c2ccccc2)c2cc(Br)c(OC)cc12,u,-13%,0%,-5%,-26%,-6%,u,-3%
O=S(=O)(c1ccc2c(c1)OCCO2)N(Cc1ccc(F)cc1)Cc1nnc(-c2cccs2)o1,u,-3%,-10%,-27%,-19%,1%,4µM*,-2%
Cc1ccc(NC(=O)C2CCN(S(=O)(=O)c3cnc[nH]3)CC2)nc1,2%,-3%,6%,-2%,35%,-1%,-3%,-7%
CCC(Cc1ccccc1)NCc1c(C(=O)O)c(C)n(Cc2ccccc2)c1C (configuration not stated),8%[46 µM],12%,6%,-1%,-39%[inhibitor],-1%,1%,2%
CC(C)c1nc2ccccc2n1CCC(=O)O,2%,-2%,-2%,2%,15%,-1%,13%,3%
COc1ccc(/C=C/C(=O)OCC(=O)N2CC(=O)Nc3ccccc32)cc1S(=O)(=O)N1CCOCC1,x,0%,-15%,4%,12%,0%,9%,-10%
Cc1cc(C(=O)C(=O)O)c(C)n1-c1ccc(Cl)cc1,x,i,-9%,1%,8%,-6%,17%,2%
Cc1ccccc1C(=O)c1c[nH]c(C(=O)NCc2ccco2)c1,u,i,9%,0%,-14%,1%,20µM*,4%
O=C(Nc1ccc(Oc2ccc(NC(=O)c3ccco3)c(NC(=O)c3ccco3)c2)cc1)c1ccco1,-14%,-2%,16%,2%,u,-1%,-15%,-11%
COc1ccc(-n2nnc3c(=O)n(CC(=O)Nc4cc(C)on4)cnc32)cc1OC,x,-9%,-2%,9%,33%,-2%,-2%,u
CC1Cn2c(nnc2-c2ccc(F)cc2)S1 (configuration not stated),-9%,-3%,1%,-2%,-1%,-2%,1%,0%
Cc1occc1-c1nnc(SCC(=O)N2CCN(c3ccccc3)CC2)n1C,-16%,-16%,5%,-5%,-35%[inhibitor],-3%,5%,6%
Cc1cccc(NC(=O)CN(C)S(=O)(=O)c2ccc(Br)cc2)n1,8%,-16%,-14%,-1%,-13%,-1%,6%,1%
COCCNC(=O)C(c1ccc(F)cc1)N(C(=O)CCC(=O)Nc1nccs1)c1cccc(C)c1 (configuration not stated),-3%[46 µM],-3%,-8%,11%,12%,1%,3%,3%
O=C(NNS(=O)(=O)c1ccccc1)c1csc(-c2cccnc2)n1,x,-3%,-2%,-1%,x,-1%,x,6%
Cc1ccc(-n2c(-c3cn(C)nc3C)n[nH]c2=S)cc1,x,-13%,-1%,3%,-39%[inhibitor],-1%,-6%,-3%
CCN1C(=O)C(Cc2nc3ccccc3c(=O)n2-c2ccccc2)c2ccccc21 (configuration not stated),-1%[0.0737 µM],i,11%,-31%[53 µM],-8%,1%[53 µM],u,3%
CCSc1nnc(CNC(=O)C23CC4CC(CC(C4)C2)C3)n1Cc1ccccc1,-12%,1%,1%,-17%,-5%,-2%,-3%,-2%
COc1ccc(CC(=O)NNC(=O)c2cccs2)cc1OC,7%[46 µM],5%,13%,0%,4%,-5%,5%,-7%
O=C(/C=C/c1cccs1)NC(=S)Nc1ccc(S(=O)(=O)Nc2ccccc2C(F)(F)F)cc1,x,-5%,2%,-4%,x,-3%,x,-18%
CC(NC(=O)c1ccc(Cn2cc([N+](=O)[O-])cn2)o1)c1ccccc1 (configuration not stated),-1%,-8%,2%,1%,6%,3%,u,0%
Cc1ccccc1OCC(=O)NC(=S)Nc1ccc(Br)c(C)n1,u,-10%,1%,-3%,-4%,-6%,-11%,7%
CCc1ccc(/C=C(\C)C(=O)c2c(C)cc(C)[nH]c2=O)cc1,7%[9.22 µM],-4%,1%,1%,-85%[inhibitor],1%,5%,-1%
CN1CCC(C(=O)N2CCCC(C(=O)c3ccc4c5c(cccc35)CC4)C2)CC1 (configuration not stated),x,i,3%,0%,x,-1%,u,u
C=CCn1c(=O)c2ccccc2n2c(SCC(=O)NCCc3ccccc3)nnc12,0%,17%,5%,3%,-6%,0%,-2%,1%
O=C(c1ccco1)N1CCC2(CCCN(Cc3ccccc3)C2)CC1,x,-5%,14%,x,2%,x,28µM*,x
CCOC(=O)c1cc(NC(=O)N(CC)C2CCCCC2)c(C)nc1C,-6%,2%,-8%,3%,-16%,2%,u,u
CC(C)OC(=O)C(C#N)c1nc2ccccc2nc1N1CCN(Cc2ccc3c(c2)OCO3)CC1 (configuration not stated),4%,-9%,1%,-1%,-4%,-2%,3%,6%
CCOC(=O)CSc1nc2ccc(NC(=O)CSc3nnnn3Cc3ccccc3)cc2s1,-6%,2%,38%[activator],16%,2%,0%,14µM*,-10%
Cc1ccc(C(O)c2nccn2C)o1 (configuration not stated),27%,i,2%,-11%,-9%,-2%,-10%,-25%
CC1(C)CC(=O)C2=C(C1)OC(N)=C(C#N)C2c1ccccc1OC(=O)N1CCOCC1 (configuration not stated),0%,i,3%,-13%,10%,2%,1%,-3%
O=C(O)CSCC(=O)Nc1cc(C(F)(F)F)ccc1Cl,11%,i,-4%,-16%,-13%,4%,u,-7%
COC(=O)c1nn(-c2ccc(C)cc2)ccc1=O,-8%[46 µM],i,2%,-3%,-1%,-2%,u,-8%
Cc1c(NC=C(C#N)C#N)c(=O)n(-c2ccccc2)n1C,2%[46 µM],i,24%,7%[53 µM],x,0%[53 µM],3%,-18%
Cc1nn2c(-c3cccnc3)ccnc2c1-c1ccccc1,2%,-6%,3%,-4%,17%,-3%,-7%,6%
CC(C)C[C@@H](CC(=O)N[C@@H](CCC(=O)O)CC(=O)O)NC(=O)[C@@H]1CNCC[C@H]1NC(=O)C[C@@H](NC(=O)C[C@H](CO)NC(=O)[C@@H]1CNCC[C@H]1N)C(C)C,x,10%,0%,-6%,17%,0%,-2%,-4%
CS(=O)(=O)c1ccc2nc(NC(=O)c3cccc(NS(=O)(=O)c4ccc(F)c(F)c4)c3)sc2c1,u,-5%,4%,4%,-1%,-16%,-3%,u
CCC(CC)C(=O)Nc1cc([N+](=O)[O-])ccc1Cl,-6%,2%,5%,5%,5%[1.84 µM],1%,12%,12%
Cc1ccc2nc(NC(=O)C3CC(=O)N(Cc4ccco4)C3)sc2c1 (configuration not stated),x,i,14%,-8%,u,-2%,-11%,-6%
COc1cccc(NC(=O)N2CCN(c3cccc(C)c3C)CC2)c1,u,0%,4%,-19%,2%,-1%,u,-2%
C/C(CC(=O)NCCCN1CCOCC1)=N\NC(=O)COc1ccc(Cl)cc1,4%,-3%,5%,0%,15%,-2%,-3%,-5%
CCn1c(SCC(=O)NNC(=O)c2ccc(OC)cc2)nnc1-c1cccnc1,17%[46 µM],i,0%,-5%,-9%,-1%,-3%,7%
Cc1nc(NCCO)c2nc(-c3ccccc3)n(CC3CCN(C)CC3)c2n1,x,-6%,3%,4%,2%,-5%,u,u
CCOc1nc(NCCc2ccc(OC)c(OC)c2)nc(NC(C)(C)CO)n1,1%,-2%,-1%,-5%,-3%,-3%,-2%,-4%
CC1CCN(CC(=O)Nc2ccc(Cl)cc2[N+](=O)[O-])CC1,x,i,-4%,-8%,-1%,-5%,5%,-3%
COc1ccc(C)cc1NC(=O)CSc1nnc(-c2ccccn2)n1Cc1ccco1,2%,3%,6%,1%,-19%,-1%,-2%,-6%
COCCN(C(=O)c1cc(OC)c(OC)c(OC)c1)c1c(N)n(Cc2ccccc2)c(=O)[nH]c1=O,x,i,4%,0%,x,-5%,9%,-1%
Nc1ncnc2c1ncn2C1OC(CO)C(O)C1N (configuration not stated),x,0%,-1%,-6%,x,-7%,x,-7%
CCc1nc2ccccc2n1Cc1ccc(OC)c(OC)c1,-11%,-7%,-2%,2%,-16%,-2%,10%,0%
O=C(CSCc1ccc(F)cc1)N1CCN(c2ccc(F)cc2)CC1,u,-1%,7%,5%,-17%,-1%,6%,4%
Cc1cc(NC(=O)CSc2nc(C(C)C)nc3sc4c(c23)CCCC4)no1,1%,-6%,0%,5%,-16%,1%,2%,6%
COC(=O)NC(c1cccc(C)c1)C(C(C)=O)C(=O)OC (configuration not stated),x,i[11.5 µM],x,6%[11.2 µM],x,-6%[11.2 µM],7%[13.5 µM],x
COCCNc1nc(-c2ccccc2OC)nc2ccccc12,-1%,3%,5%,x,x,x,u,x
O=C(NNc1ccccc1[N+](=O)[O-])Nc1ccccc1,-7%,i,10%,-14%,7%,-2%,u,-5%
CCCCN(C(=O)c1ccc(S(=O)(=O)N(C)C)cc1)c1nc2ccccc2s1,-11%,-2%,-2%,-4%,-6%[1.84 µM],0%,-7%,12%
CCOC(=O)NC(=O)CSc1ccccn1,-3%,-16%,4%,-5%,u,-3%,3%,7%
COc1ccc(OC)c2[nH]c(=O)c(CCNC(=O)C(C)C)cc12,-1%,10%,6%,-2%,-4%,-3%,u,u
Cc1ccc2nsnc2c1S(=O)(=O)N1CCN(C(=O)C2CCCO2)CC1 (configuration not stated),13%,-3%,2%,-16%,20%,-2%,6%,-2%

# Screens deposited in PubChem BioAssay by National Center for Advancing Translational Sciences (NCATS).
